RBX1-CUL1 inh: blocks human RBX1-Cullin-1 di-ubiquitin formation. in vitro K48 di-Ub FRET, acceptor:donor ratio, 45 min. inhibition, % at 10 µM. actives 0.6% (n = 140,000); in the data active = inhibition above about 25%
Target sequence (P62877 whole entry, looked up): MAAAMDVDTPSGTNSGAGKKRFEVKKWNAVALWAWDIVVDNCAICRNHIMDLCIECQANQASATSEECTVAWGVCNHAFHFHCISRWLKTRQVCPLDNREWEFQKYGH
Target sequence (Q13616 whole entry, looked up): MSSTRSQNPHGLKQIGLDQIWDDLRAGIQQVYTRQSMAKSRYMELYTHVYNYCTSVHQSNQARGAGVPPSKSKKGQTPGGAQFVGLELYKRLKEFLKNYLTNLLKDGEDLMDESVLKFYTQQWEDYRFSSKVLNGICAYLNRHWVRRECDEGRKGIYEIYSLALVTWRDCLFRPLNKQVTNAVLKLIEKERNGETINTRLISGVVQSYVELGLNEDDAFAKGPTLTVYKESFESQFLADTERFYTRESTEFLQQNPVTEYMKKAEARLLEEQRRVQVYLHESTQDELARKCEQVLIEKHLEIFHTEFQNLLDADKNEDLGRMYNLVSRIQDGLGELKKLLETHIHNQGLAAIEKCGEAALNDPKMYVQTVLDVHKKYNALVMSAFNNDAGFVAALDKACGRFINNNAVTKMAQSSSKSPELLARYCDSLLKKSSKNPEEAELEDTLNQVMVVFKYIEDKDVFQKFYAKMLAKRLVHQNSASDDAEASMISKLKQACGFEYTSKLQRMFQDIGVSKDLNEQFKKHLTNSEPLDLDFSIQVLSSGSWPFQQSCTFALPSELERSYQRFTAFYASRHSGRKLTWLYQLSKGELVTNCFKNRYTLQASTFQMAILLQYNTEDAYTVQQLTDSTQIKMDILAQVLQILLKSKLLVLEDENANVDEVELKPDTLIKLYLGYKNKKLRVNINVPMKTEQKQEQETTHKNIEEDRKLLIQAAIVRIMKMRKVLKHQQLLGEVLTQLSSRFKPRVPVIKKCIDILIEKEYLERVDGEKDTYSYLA
* = called active by the depositor. Some of the compounds tested, so the mix of outcomes need not match the whole.

SMILES	RBX1-CUL1 inh
Cc1ccccc1N(CC(=O)N(Cc1ccccc1)Cc1ccccc1)S(C)(=O)=O	0
O=C(Nc1ccc2oc(-c3cccnc3)nc2c1)c1cccc(Br)c1	-2
COc1cc2c(cc1OC)N(C(C)=O)C(C)(OC(C)=O)N1c3cc4c(cc3CCC21)OCO4 (stereo not drawn)	9
COc1ccc(CN(C)CC2CCN(CCc3cccc(F)c3)CC2)c(OC)c1OC	5
Cc1ccc(CNC(=O)Cn2cc(C(=O)c3ccc(F)cc3)c(=O)c3ccc(C)nc32)cc1	-1
CCc1ccccc1NC(=O)c1sc2nc3n(c(=O)c2c1C)CCC3	0
C=CCOc1ccc(/C=C2\SC(=O)N(CC(=O)N3CCOCC3)C2=O)cc1OC	10
COc1ccc(C(=O)n2nc(-c3ccc(Cl)cc3)nc2NCc2ccco2)cc1	-2
COc1cccc(-c2cnc(-c3ccncc3)nc2C2CCN(Cc3ccccc3OC)CC2)c1	-13
COc1ccc(NC2(c3nnnn3C3CCCCC3)CCCCC2)cc1	7
CC(C)c1nccn1Cc1ccc(N)cc1	1
CCOc1cc(Br)c(C(C)NC(=O)c2ccco2)cc1OCC (stereo not drawn)	-5
O=C(/C=C/c1ccccc1)C1C(=O)C(=O)N(c2ccccn2)C1c1ccccc1 (stereo not drawn)	8
O=C(Nc1c(C(=O)c2ccc(F)cc2)oc2ccccc12)c1cc(-c2ccccc2)on1	-6
COC(=O)c1c(NC(=O)COc2ccc(Cl)cc2C)sc2c1CCCCC2	-6
CCOC(=O)C1=c2s/c(=C\c3ccc(O)cc3)c(=O)n2C(=N)C(C(=O)OC)C1c1ccc(O)cc1 (stereo not drawn)	0
COC(=O)c1cccc(NC(=O)C(C)C)c1	0
COc1ccc(NC(=O)CN(c2ccc(C34CC5CC(CC(C5)C3)C4)cc2)S(C)(=O)=O)cc1	-3
CCN1CCN(CCCNC(=O)Cn2nc(C)n3c(cc4cc(C)ccc43)c2=O)CC1	-4
CSCc1ccc(C(=O)NC2CCCN(c3ncccn3)C2)o1 (stereo not drawn)	18
N#CC1C(=N)C(C#N)(C#N)C(c2cccc3ccccc23)C2CCCC=C12 (stereo not drawn)	7
Cn1c(Sc2nnnn2-c2ccccc2)nc2ccccc21	12
CCOC(=O)COc1ccc(Cl)cc1-c1ccnn1-c1ccccc1	-4
C#CCC(C#N)N1CCc2ccccc2-c2ccccc2C1 (stereo not drawn)	13
CCc1ccc(N2CCn3c2nc2c3c(=O)n(C/C=C/c3ccccc3)c(=O)n2C)cc1	-3
(more compounds)
SMILES	RBX1-CUL1 inh
CCOCCCNC(=S)Nc1ccc(Oc2ccccc2)cc1	-1
Clc1ccc(-c2[nH]c(-c3ccc4ncccc4c3)nc2-c2ccccc2)cc1	-9
C#CCOc1ccc(-c2nc(-c3ccc(OC)c(OC)c3)no2)cc1	2
Oc1ccccc1-c1nnc(SCC2(c3ccc(F)cc3)OCCO2)o1	0
COc1ccc2[nH]c(-c3ccccc3)c(SCC(=O)O)c2c1	2
Cc1scc(C(=O)NNC(=O)CCCC(=O)O)c1C	4
COc1cccc(S(=O)(=O)Nc2ccc(C(=O)N3CCOCC3)cc2)c1	0
CCCOc1ccc(-c2nc(N3CCC(C)CC3)c3ccccc3n2)cc1	6
COCc1cn(CC2CCCN(C(=O)Nc3cc(F)ccc3F)C2)nn1 (stereo not drawn)	-4
CCn1ccc2cc(S(=O)(=O)N3CCCN(C(=O)Nc4ccc(C)cc4)CC3)ccc21	-3
CN(C)CCCn1ccc(-c2cccc(-c3ncccc3F)c2)n1	-6
Cn1ccnc1C(=O)N1CCCC1c1ccc(C(=O)N2CCCOCC2)s1 (stereo not drawn)	8
O=C(CN1C(=O)CCc2cc(S(=O)(=O)N3CCOCC3)ccc21)Nc1cccc(Cl)c1	0
CC(C)(C)c1ccccc1OCC(O)CN1CCN(c2ccccn2)CC1 (stereo not drawn)	-1
CCc1csc(CNC(=O)c2ccc(N3CCC(N(C)C)C3)nc2)n1 (stereo not drawn)	-4
CC1=Nc2ccccc2C1=Cc1c(N)n2c(-c3ccc(F)cc3)csc2nc1=O	9
Cc1nc2c(-c3ccccc3)c(C)nn2c(C)c1CCC(=O)NCCc1ccccc1	-8
CCc1cnccc1CCC(=O)Nc1ccccc1C	-3
COCCCN1C(=O)CC(CC(=O)N2CCCCC2c2cccnc2)(c2ccccc2Cl)C1=O (stereo not drawn)	-4
COc1cccc(-c2cc(C(F)(F)F)n3ncc(C(=O)OC(C)C)c3n2)c1	7
Cc1ccc(-n2ncc(C(=O)NCCCN3CCN(c4cccc(Cl)c4)CC3)c2-n2cccc2)cc1	-7
CC1CN(C(=O)CCC(=O)Nc2cc(F)ccc2F)c2ccccc2S1 (stereo not drawn)	-5
CN1CCCN(c2cnn(CCc3ccccc3)c(=O)c2)CC1	-1
COc1ccccc1CNC(=O)c1c(OC)cc(=O)n2c1CCN(Cc1cccc(F)c1)CC2	-9
Cn1c(SCC(=O)Nc2cccc(Cl)c2)nnc1-c1cccc(Cl)c1	4
Other records
SMILES	RBX1-CUL1 inh
Cc1ccc(NC(=O)c2nc(S(C)(=O)=O)ncc2N(Cc2ccco2)Cc2cccs2)c(C)c1	-3
O=C(COc1ccc2ccccc2c1)Nc1ccccc1OC(F)F	10
COc1ccc(-c2noc(N(c3cccc(Cl)c3)c3nc(-c4ccc(OC)c(OC)c4)no3)n2)cc1OC	1
CC1CCN(S(=O)(=O)c2ccc(NC(=O)c3cccc(I)c3)cc2)CC1	2
CC(C)CC(=O)C1C(=O)C(=O)N(Cc2ccccc2)C1c1ccccc1F (stereo not drawn)	8
Cc1ccc(OCCN(C)c2ccc(-c3nc(C)no3)cn2)cc1	-11
Cc1cc(C(N)=O)ccc1NS(=O)(=O)c1ccccc1	4
O=C(Nc1cnn(-c2ccc(C(=O)N3CCN(c4ccccc4F)CC3)cc2)c1)C1CCOC1 (stereo not drawn)	5
CCCn1c(SCc2nc(-c3ccc(OC)c(OC)c3)no2)nnc1-c1ccccc1	8
O=C(c1cn(CCC2CCCCC2)nn1)N1CCCN(c2ncccn2)CC1	1
CCC(Oc1ccccc1)C(=O)Nc1ccccc1OCc1cc(=O)n2ccccc2n1 (stereo not drawn)	-4
COc1cccc(N2CCN(C(=O)c3cc(Cl)cc(Cl)c3)CC2)c1	5
CC(=O)Nc1ccc(S(=O)(=O)NCc2ccc(C(=O)NCc3ccc(Cl)cc3)cc2)cc1	4
CCCC(=O)NC(NCc1cccnc1)C(Cl)(Cl)Cl (stereo not drawn)	6
Cc1cccc(N=NC2C(=O)N(c3ccccc3)C(=S)N(c3ccc4ccccc4c3)C2=O)c1 (stereo not drawn)	-3
O=C(Nc1ncnc2nc[nH]c12)c1ccccc1	-8
CCn1c(SCCn2c(=S)n(C)c3ccccc32)nc2ccccc21	0
COc1cccc(CNCCSc2nnnn2C)c1OCc1ccccc1Cl	-1
Cc1ccc(Nc2ccc(-n3ccnc3)nn2)cc1C	-10
CC(C)OC(=O)CC(=O)CSc1nc2c(cc1C#N)CCCCCC2	-3
CCc1ccc(NCc2cc3cc4c(cc3n(CC(=O)Nc3ccc(OC)cc3)c2=O)OCO4)cc1	0
COc1cc(-c2cc(-c3ccccc3)c3c(ccc4ncccc43)n2)cc(OC)c1OC	-3
CCN(Cc1ccc(-c2nc(C(F)F)cc(=O)[nH]2)cc1)Cc1nccn1C	-8
Cc1ccc(S(=O)(=O)N2CCN(CC(O)COc3ccc4ccccc4c3)CC2)c(C)c1 (stereo not drawn)	0
O=C(NCCn1cc(SCc2ccccc2Cl)c2ccccc21)c1cccs1	10

Ordered by molar mass (rising): part of the list above
SMILES	RBX1-CUL1 inh
CCc1cnccc1CCC(=O)Nc1ccccc1C	-3
Cc1scc(C(=O)NNC(=O)CCCC(=O)O)c1C	4
Cn1c(Sc2nnnn2-c2ccccc2)nc2ccccc21	12
Cc1ccc(OCCN(C)c2ccc(-c3nc(C)no3)cn2)cc1	-11
CCOCCCNC(=S)Nc1ccc(Oc2ccccc2)cc1	-1
C#CCOc1ccc(-c2nc(-c3ccc(OC)c(OC)c3)no2)cc1	2
CCCOc1ccc(-c2nc(N3CCC(C)CC3)c3ccccc3n2)cc1	6
COCc1cn(CC2CCCN(C(=O)Nc3cc(F)ccc3F)C2)nn1 (stereo not drawn)	-4
CCn1c(SCCn2c(=S)n(C)c3ccccc32)nc2ccccc21	0
CCOc1cc(Br)c(C(C)NC(=O)c2ccco2)cc1OCC (stereo not drawn)	-5
Cc1nc2c(-c3ccccc3)c(C)nn2c(C)c1CCC(=O)NCCc1ccccc1	-8
COc1cccc(CNCCSc2nnnn2C)c1OCc1ccccc1Cl	-1
Cc1ccccc1N(CC(=O)N(Cc1ccccc1)Cc1ccccc1)S(C)(=O)=O	0
CCC(Oc1ccccc1)C(=O)Nc1ccccc1OCc1cc(=O)n2ccccc2n1 (stereo not drawn)	-4
O=C(CN1C(=O)CCc2cc(S(=O)(=O)N3CCOCC3)ccc21)Nc1cccc(Cl)c1	0
COc1ccccc1CNC(=O)c1c(OC)cc(=O)n2c1CCN(Cc1cccc(F)c1)CC2	-9
COc1cccc(-c2cnc(-c3ccncc3)nc2C2CCN(Cc3ccccc3OC)CC2)c1	-13
COc1ccc(NC(=O)CN(c2ccc(C34CC5CC(CC(C5)C3)C4)cc2)S(C)(=O)=O)cc1	-3
CC(=O)Nc1ccc(S(=O)(=O)NCc2ccc(C(=O)NCc3ccc(Cl)cc3)cc2)cc1	4
CC1CCN(S(=O)(=O)c2ccc(NC(=O)c3cccc(I)c3)cc2)CC1	2
COc1ccc(-c2noc(N(c3cccc(Cl)c3)c3nc(-c4ccc(OC)c(OC)c4)no3)n2)cc1OC	1

(cont.)
SMILES	RBX1-CUL1 inh
O=C(Nc1ccc(-c2ccn[nH]2)cc1)C1CCCN(Cc2ccon2)C1 (stereo not drawn)	5
C=CCOc1cccc(C(=O)N2Cc3cc(C)ccc3OC(C)C2)c1 (stereo not drawn)	2
Cc1ccc(C(=O)OCc2ccccc2NC(=S)c2ccc(C)cc2)cc1	7
O=C(Nc1ccccc1C(F)(F)F)C1CC2CCCC(C1)C2=O (stereo not drawn)	-3
COc1ccc(NC(=O)c2sc3nc4c(c(-c5ccc(C)o5)c3c2N)CCCC4)cc1	-8
C=CCn1nnc(NC(=O)c2cccc3c(Cl)cccc23)n1	0
COc1ccc(C(=O)Nc2cc(Cl)ccc2Cl)cc1NC(=O)c1ccc(Br)o1	6
Cc1nc(-c2cccc(NC(=O)Cn3ncc(N(C)C)cc3=O)c2)cs1	8
COc1ccc(N2CCN(C(=O)CCC3CCCCC3)CC2)cc1	7
COc1ccc(/C=N/NC(=O)CSc2nc3sc4c(c3c(=O)n2-c2ccccc2)CCCC4)cc1	-1
N#CSCC(=O)c1ccccc1	6
CCOC(=O)C(Sc1nc(SC(C(C)=O)C(=O)OCC)c2c(C)c(C)sc2n1)C(C)=O (stereo not drawn)	6
Cc1nn(C)cc1CN1CCOc2ccc(C3=Cc4ccccc4CC3)cc2C1	-5
Cc1nc(NCc2cnn(Cc3ccccc3)c2)cc(C2CCNCC2)n1	11
N=C1Oc2ccncc2C(=O)C1Br (stereo not drawn)	6
CCOC(=O)C1=C(C)N(c2ccc(C)cc2)C(=O)/C1=C\c1ccc(OC)cc1	2
COc1ccc(Cl)cc1NC(=O)CCn1nc(C)cc1C	4
COc1ccc(OC2CCN(C(C)=O)CC2)c(C(=O)NCC2(N(C)C)CCCCC2)c1	6
COc1ccc(-c2cnc(SC)nc2)cc1	12
CC/C(=N\NC(=O)Cc1ccc(Br)cc1)c1ccc(Br)s1	2
CCOC(=O)c1cc2c(s1)-c1cc(F)ccc1OC2	1
CCNC(=O)C1CCN(c2nnc(C)c3c(C)n(-c4ccc(OC)cc4)nc23)CC1	11
Cc1nc(-c2ccc(S(=O)(=O)N3CCN(c4cc(Cl)ccc4C)CC3)cc2)co1	0
CC1CC(=O)C2=C(C1)OC(=N)C(C#N)C2c1ccc(Br)cc1 (stereo not drawn)	10
CCOc1ccc(N2CC(C)Cn3c2nc2c3c(=O)n(C)c(=O)n2C)cc1 (stereo not drawn)	0
Continued:
SMILES	RBX1-CUL1 inh
CS(=O)(=O)N1CCC(Oc2cccc(C(=O)N3CCCCO3)c2)CC1	-8
CC(=O)c1[nH]c(C)c(C(=O)NCCc2ccc(C)cc2)c1C	3
Cc1ccc(-c2onc(C)c2C)cc1S(=O)(=O)N1CCc2ccccc21	-13
CCc1cccc(NC(=O)CCS(=O)(=O)c2ccc3nc(C)sc3c2)c1	-6
CC(=O)n1c2c(c3ccccc31)OC(=N)C(C#N)C2c1ccc(C(C)C)cc1 (stereo not drawn)	-4
COc1ccccc1C1c2c(cc(C)oc2=O)OC(=N)C1[N+](=O)[O-] (stereo not drawn)	-11
O=C1c2ccccc2C2=Nc3ccccc3SC(c3ccc(C(F)(F)F)cc3)C12 (stereo not drawn)	22
COc1ccc(N2C(S)=C(C#N)C(=O)NC2c2ccc(-c3ccccc3Cl)o2)cc1 (stereo not drawn)	25
COc1ccc(OS(=O)(=O)c2ccc(Cl)c(Cl)c2)cc1	-5
O=c1c2c3c(sc2ncn1/N=C/c1ccc(O)c(Cl)c1)CCCC3	7
CC(C)Cc1nnc(NC(=O)c2sc3ccccc3c2Cl)s1	-3
O=C(Nc1ccc(Cl)cc1C(F)(F)F)c1ccc(Br)o1	5
COc1ccc(-n2nnnc2SCCC#N)cc1	-1
Cc1cc(C)c(NC(=O)CSC2=Nc3ccccc3C3=NC(CC(=O)NCc4cccs4)C(=O)N23)c(C)c1 (stereo not drawn)	7
COc1ccc(C(=O)/C=C/c2ccccc2F)c(OC(=O)c2ccco2)c1	0
CCOC(=O)c1c(SCc2ccccc2)sc(-c2ccccc2)c1O	3
O=C(Nc1cccc(C(F)(F)F)c1)c1cccc(C(F)(F)F)c1	4
CC(=O)c1cccc(NC(=O)N=C2C(=O)N(c3ccccc3)N(C)C2C)c1 (stereo not drawn)	-9
O=C1NC(NS(=O)(=O)c2ccccc2)(C(F)(F)F)C(=O)N1CCc1ccccc1 (stereo not drawn)	-5
Cc1c(C)n(Cc2ccccc2)c2ccc(C(=O)N3CCSCC3)cc12	-8
CCCN1CCN(C(=O)c2c(OCC)ccc3ccccc23)CC1	3
COc1ccc(CCNC(=O)Cn2c(-c3ccc(F)cc3)cc(C(C)=O)c2C)cc1OC	3
CCN(c1ccccc1)S(=O)(=O)c1ccc(=O)[nH]c1	-10
CC1=NC(S)=C(C#N)C(c2cccs2)C1C(=O)OC(C)C (stereo not drawn)	5

Compound activity as filed in PubChem BioAssay.
